High-throughput results (PubChem)
Diaphorase inh: counter-screen for diaphorase-based assays: diaphorase inhibitors and chemical oxidizers; diaphorase resazurin-to-resorufin fluorescence, NADH, 16 min; bacterial (C. kluyveri) enzyme, not human; inhibition, % at 20 µM; 190,000 tested, 0.69% active; AID 1217;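 active = primary screen inhibition at 20 µM above a set limit, cut at about 50% in these data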;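 also: plate controls were DMSO with full reaction for no effect and wells lacking NADH for full effect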
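System: Diaphorase enzyme from Clostridium kluyveri | Amount: Enzyme working solution with 0.14 U/mL diaphorase | Benchmarks: No-NADH positive control and DMSO neutral control | Signal: Fluorescence of resorufin formed from resazurin, Ex 544/Em 590 nm | Schedule: 16-min room-temperature incubation before reading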
PPARg SRC3 recr: agonists of human PPARgamma SRC-3 coactivator recruitment. AID 731. 200,000 tested, 0.26% active. biochemical PPARgamma/SRC-3 coactivator recruitment assay. activation, % at 8 µM; in the data active = activation above about 23%;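 also: 0% = DMSO and 100% = reference agonist; some compounds past the cut are filed as inactive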
PPARg SRC1 recr: agonists of human PPARgamma SRC-1 coactivator recruitment; P37231; activation, % at 8 µM; 200,000 tested, 0.41% active; PPARgamma-SRC-1 coactivator recruitment biochemical assay; in the data active = activation above about 19%;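 also: 0% = DMSO and 100% = reference agonist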
G6PDH counter: inhibits Leuconostoc G6PDH, flagging false hits in G6PDH-based assays. Purified L. mesenteroides G6PDH, diaphorase/resazurin coupled fluorescence, 45 min. inhibition, % at 5 µM. 200,000 tested, 0.12% active. AID 1020; in the data active = inhibition above about 50%
Diaphorase act: activates diaphorase or chemically reduces, flagging diaphorase assay artifacts. 190,000 tested, 0.005% active. Diaphorase/resazurin coupled assay, resorufin fluorescence, 16 min; hits give high values; 1 = vehicle wells, 0 = NADH-free wells. activation factor at 20 µM. AID 1229;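 active = diaphorase activity raised at least twofold by the compound at 20 µM; inactive = activation factor below 2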
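Assay system: Purified diaphorase enzyme from Clostridium kluyveri | Amount: Enzyme 0.07 U/mL final | Dosing: Compound 20 µM once, DMSO 1% | Timing: 16 min reaction at room temperature | Detection: Fluorescence, excitation 544 nm and emission 590 nm | Evaluation: Higher resorufin formation from activation or reduction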
SRC2 TRFRET art: flags TR-FRET format artefacts in PPARgamma SRC-2 recruitment agonist screen; TR-FRET artefact counter-screen; hits give high values; TR-FRET ratio at 8 µM; 200,000 tested, 0.4% active; in the data active = TR-FRET ratio above about 2000; also: inactives centre near 1500
ROMK mod: modulates human ROMK potassium channel activity | Tet-inducible ROMK, thallium flux fluorescence; actives lie on both sides | B-score at 10 µM | P48048 | AID 1918 | 130,000 tested, 2% active;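 active = signal ratio slope over the read window, or its plate-corrected B-score, at least 3 SD from the plate mean, either direction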;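 also: B-score of the F/F0 ratio slope over 7 to 12 s after thallium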
PMI activator: phosphomannose isomerase (human) activation. P34949. purified human PMI, coupled resazurin fluorescence, 20 min; hits give high values; 1 = vehicle control, 0 substrate-free wells. activation factor at 20 µM. 190,000 tested, 0.005% active. AID 1214;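 active = activation factor of 2 or more at 20 µM, relative to plate controls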
Target sequence (P34949 whole entry, looked up): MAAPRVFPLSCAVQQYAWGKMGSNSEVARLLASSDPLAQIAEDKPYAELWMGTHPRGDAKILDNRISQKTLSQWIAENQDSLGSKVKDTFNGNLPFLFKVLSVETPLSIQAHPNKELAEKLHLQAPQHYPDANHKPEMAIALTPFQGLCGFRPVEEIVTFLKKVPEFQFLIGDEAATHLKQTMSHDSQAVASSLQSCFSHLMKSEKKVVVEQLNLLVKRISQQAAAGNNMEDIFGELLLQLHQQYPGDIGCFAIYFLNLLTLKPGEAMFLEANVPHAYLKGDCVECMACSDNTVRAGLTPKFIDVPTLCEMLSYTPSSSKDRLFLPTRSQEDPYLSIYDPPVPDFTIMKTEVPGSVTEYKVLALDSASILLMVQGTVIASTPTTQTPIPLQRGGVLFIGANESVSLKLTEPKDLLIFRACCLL
PPARg SRC2 recr: agonists of SRC-2 recruitment by human PPARgamma; PPARgamma LBD-SRC-2 recruitment, biochemical; 200,000 tested, 0.34% active; activation, % at 8 µM; P37231; in the data active = activation above about 22%;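 also: 0% = vehicle and 100% = reference agonist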
S1P3 antag: S1P3 (human) receptor antagonism; 170,000 tested, 0.27% active; Q99500; AID 485; CHO S1P3 NFAT-BLA reporter, FRET fluorescence, antagonist mode; inhibition, % at 4.98 µM;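 active = inhibition above the plate cutoff, the mean inhibition of test wells on that plate plus 3 SD, cut at about 28% in these data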;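 also: cells challenged with S1P at its EC80 of 0.8 µM; blue over green emission ratio from cleaved BLA substrate after 4 h stimulation; 0% = S1P-stimulated wells and 100% = unstimulated DMSO-only wells; some compounds past the cut are filed as inactive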
Target sequence (Q99500 whole entry, looked up): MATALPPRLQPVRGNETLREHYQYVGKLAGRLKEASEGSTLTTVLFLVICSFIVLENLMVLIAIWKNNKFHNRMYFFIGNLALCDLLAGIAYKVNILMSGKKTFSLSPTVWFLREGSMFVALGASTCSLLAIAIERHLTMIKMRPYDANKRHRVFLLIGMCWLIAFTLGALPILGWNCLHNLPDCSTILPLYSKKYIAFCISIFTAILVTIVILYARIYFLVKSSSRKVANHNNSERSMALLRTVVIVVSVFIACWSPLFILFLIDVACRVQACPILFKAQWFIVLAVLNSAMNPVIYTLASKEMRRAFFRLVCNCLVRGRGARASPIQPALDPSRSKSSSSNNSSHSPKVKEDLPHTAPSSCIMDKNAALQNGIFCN
PMI act hi M6P: PMI (human) activation, high substrate. P34949. coupled PMI enzyme assay, resazurin fluorescence, 20 min; hits give high values; 1 = untreated enzyme, 0 = substrate-free blank. activation factor at 20 µM. 190,000 tested, 0.34% active. AID 1216;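 active = activation factor of 2 or more at 20 µM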
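Test system: human PMI in coupled enzyme assay; Input: PMI at 15 ng/mL final; Medium: HEPES buffer, pH 7.4; Schedule: 20 min incubation at room temperature; Technique: resorufin fluorescence at Ex 544/Em 590 nm; Compound: 20 µM single dose; Probe or stimulus: Near-saturating mannose-6-phosphate, 1.0 mM.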
Starred values were filed as active, the others as inactive; x = no result given.

SMILES	Diaphorase inh	PPARg SRC3 recr	PPARg SRC1 recr	G6PDH counter	Diaphorase act	SRC2 TRFRET art	ROMK mod	PMI activator	PPARg SRC2 recr	S1P3 antag	PMI act hi M6P
CC1CN(C(=O)c2ccc(Oc3ccccc3)cc2)CC(C)O1 (stereo not given)	3	2	-2	1	1	1567	-0.33	1	-5	-7	1
O=C1C2C(c3ccccc3)C=CC(c3ccccc3)C2C(=O)N1C1CCCCC1 (stereo not given)	7	5	6	6	0.9	1597	0.28	0.9	6	x	1
Cc1ccccc1C(=O)Nc1ccc(N2CCOCC2)nc1	10	12	1	6	0.9	1610	x	1	1	x	1
O=C(Cn1cnc2ccccc2c1=O)c1ccccc1	2	-1	-7	2	1	1325	-0.24	1	-11	x	1
COc1cc(NC(=O)c2cccs2)c(C(=O)OCC(=O)NC(=O)NC(C)(C)C)cc1OC	14	6	5	1	0.9	1759	x	0.8	4	x	0.9
Cc1nc2cccc(C(=O)NC3CCCCC3)c2o1	12	3	3	-8	0.9	1732	x	0.8	4	-4	0.9
Cc1cccc(CSc2cccc3cccnc23)c1	7	2	2	7	0.9	1639	x	1	11	x	1
FC(F)(F)c1cccc(OCc2nnc3n2CCC3)c1	-9	-1	5	3	1.1	1455	-1.4	1.2	-3	-8	1.1
Cc1ccc(N2C(=O)C(Cl)=C(N3CCOCC3)C2=O)cc1Cl	18	-2	-6	10	0.8	1443	-1.2	1.1	-9	-2	1
O=C(CSc1nc2ccccc2s1)N1c2ccccc2Sc2ccccc21	17	11	11	-2	0.8	1724	x	0.9	13	x	0.9
CC(=O)NC(=O)COC(=O)c1ccc2ncsc2c1	4	0	6	2	1	1511	-0.93	1.3	-3	2	1.1
O=C(Cc1ccccc1)NNC1CC(=O)N(c2ccc(Br)cc2)C1=O (stereo not given)	9	5	12	3	0.9	1618	x	0.9	7	-4	1
CCn1cc(C(=O)NCc2cccs2)c(=O)c2ccc(C)nc21	4	12	8	5	1	1721	x	0.9	4	-1	1
CCCCSCc1ccc(C(=O)O)o1	14	-7	6	5	0.9	1498	1	1.1	6	x	1.1
COc1cc(-c2nn3c(-c4cccc(C)c4)nnc3s2)cc(OC)c1OC	8	2	-3	-2	0.9	1378	x	0.9	1	29	0.9

Record cards (already shown). Order of values: Diaphorase inh, PPARg SRC3 recr, PPARg SRC1 recr, G6PDH counter, Diaphorase act, SRC2 TRFRET art, ROMK mod, PMI activator, PPARg SRC2 recr, S1P3 antag, PMI act hi M6P
Entry for `Cc1ccc(N2C(=O)C(Cl)=C(N3CCOCC3)C2=O)cc1Cl` = 18, -2, -6, 10, 0.8, 1443, -1.2, 1.1, -9, -2, 1
Entry for `CCn1cc(C(=O)NCc2cccs2)c(=O)c2ccc(C)nc21` = 4, 12, 8, 5, 1, 1721, x, 0.9, 4, -1, 1
Entry for `Cc1cccc(CSc2cccc3cccnc23)c1` = 7, 2, 2, 7, 0.9, 1639, x, 1, 11, x, 1

Remaining list, next part:
SMILES	Diaphorase inh	PPARg SRC3 recr	PPARg SRC1 recr	G6PDH counter	Diaphorase act	SRC2 TRFRET art	ROMK mod	PMI activator	PPARg SRC2 recr	S1P3 antag	PMI act hi M6P
O=C(CN1CCOCC1)OCCCC1CCCCC1	4	-7	10	8	1	1680	-0.58	1.1	1	1	1.1
CCN(CC)c1ccc2c(C)c(Cl)c(=O)oc2c1	27	11	0	12	0.7	1573	-1.8	1	3	6	1
O=C(NCc1ccc2c(c1)OCO2)C1Cc2ccccc2CN1C(=O)c1ccco1 (stereo not given)	3	3	1	-1	1	1565	x	1	-3	3	1.1
CCOC(=O)C1C(c2ccc3c(c2)OCO3)NC(=O)NC1(O)C(F)(F)F (stereo not given)	-4	3	0	-1	1	1421	x	1	-8	3	1
CCCCNc1c(N)n(CCC)c(=O)[nH]c1=O	9	4	5	2	0.9	1427	0.0013	1	-2	-12	1
CCn1nc2cc(C(=O)NCCc3cccs3)ccc2c1OC	1	14	2	10	1	1652	-0.12	1.1	11	x	1.1
O=C1c2cccc3c([N+](=O)[O-])ccc(c23)C(=O)N1c1ccccn1	21	-2	2	18	0.8	1308	-1.8	1.2	-5	x	1.7
O=C(c1ccc(Cl)cc1)n1c(NCc2ccccc2)n[nH]c1=S	-1	0	-8	0	1	1426	0.82	1	-1	-12	1.1
CN(CC(=O)Nc1ccc(S(=O)(=O)N2CCCC2)cc1)Cc1ccc(Cl)cc1	21	7	-2	8	0.8	1562	0.89	0.9	-10	1	0.8
CC1Cc2nc(SCC(=O)NCc3ccco3)n(Cc3ccccc3)c(=O)c2S1 (stereo not given)	10	3	7	-18	0.9	1601	x	0.9	-8	-21	1
Cn1c(SCC(=O)Nc2nccs2)nnc1-c1ccncc1	-7	4	4	11	1.1	1475	x	1	7	-18	1.1
CCOC(=O)c1c(C)n(C)c2ccc(OC)c(NC(=O)CN3CCCCC3)c12	7	5	12	2	0.9	1890	-4.1*	0.9	1	x	0.9
CCCCC(=O)Nc1nnc(CCOC)s1	-19	0	-1	7	1.2	1499	-0.01	1.1	4	-18	1.1
COc1ccc(C2C(C(C)=O)=C(O)C(=O)N2Cc2cccnc2)cc1 (stereo not given)	14	-1	10	8	0.9	1534	0.47	1.1	6	x	1.1
CC(=O)N1N=C(c2ccc(Cl)cc2)OC1(C)C	9	5	2	-6	0.9	1609	x	0.9	3	1	0.7
COc1ccc(CN=C2NC(=O)CC(C(=O)Nc3ccc([N+](=O)[O-])cc3C)S2)cc1 (stereo not given)	18	6	-1	-2	0.8	1451	x	1	5	-2	1
CCOC(=O)c1ccc(NC(=O)NCc2ccc(OC)cc2)cc1	-7	4	-5	2	1.1	1434	0.98	1.1	-4	-6	1.1
COc1ccc(/C=C2/CCc3ccccc3C2=O)cc1CN1CCOCC1	23	-2	1	-2	0.8	1267	-0.51	0.8	-3	-5	0.6
C#CC(CC)(CC)NC(=S)Nc1ccc(S(N)(=O)=O)cc1	15	2	6	1	0.9	1586	-1.1	1	1	-10	1
c1ccc2c(c1)OCCOCCOCCO2	12	4	5	2	0.9	1655	0.55	1	0	-3	1
CCOc1cc(S(=O)(=O)NC2CCCC2)ccc1Cl	18	-10	-2	-14	0.8	1540	x	0.9	-1	15	1
COc1cc(NC(=O)CSc2nnc3n2C(C)(C)Cc2ccccc2-3)cc(OC)c1	20	3	-7	8	0.8	1623	0.25	1.2	2	7	1
Cc1cccc(C(=O)Nc2cccc(-c3cnc4ccccc4n3)c2)c1	22	-6	10	-32	0.8	1548	x	0.8	4	x	0.8
COc1ccc(NC(=O)Nc2ccc3nccnc3c2)cc1	11	-1	4	5	0.9	1594	-1.4	1.1	3	-8	1
O=C(c1ccco1)N(Cc1cccs1)C1CCS(=O)(=O)C1 (stereo not given)	8	-10	-8	11	0.9	1454	x	1	-6	5	1
O=C(OCN1C(=O)c2ccccc2C1=O)C1CCCCC1	6	6	6	-4	0.9	1570	x	1	4	-11	1
COc1ccc(NC(=O)CCCC2=NS(=O)(=O)c3ccccc3N2)cc1	2	3	6	0	1	1709	0.27	1	9	-35	1
CCOC(=O)c1ccc(Oc2nc(OC)cc(OC)n2)cc1	5	-1	8	-1	0.9	1626	0.12	1	10	-8	1
O=S1(=O)NC(=NC2CCCCCC2)c2ccccc21	2	-11	2	4	1	1606	1.1	1	7	5	1
COc1ccc(C2=NN(S(C)(=O)=O)C(c3cccs3)C2)cc1OC (stereo not given)	16	-2	-10	14	0.8	1450	-0.48	1	-1	9	1
Cc1ccc(/C=C/C(=O)N2CCc3ccccc3C2)cc1	19	1	-6	4	0.8	1577	-0.0052	0.9	5	x	0.9
CN(C)CCN(Cc1ccccc1)c1ccnc(N(C)C)c1C#N	6	5	-1	4	0.9	1766	x	1	7	-16	1
Oc1ccc(CN2CCCc3ccccc32)c2cccnc12	77*	-4	-9	-14	0.2	1491	0.34	0.5	-5	-18	0.5
CS(=O)(=O)N1CCCC(C(=O)NCCCN2CCC(Cc3ccccc3)CC2)C1 (stereo not given)	7	2	-1	-7	0.9	1536	x	1	8	-2	0.9
O=C(Cn1c(C(F)(F)F)nc2ccccc21)c1ccc(Br)cc1	5	-2	-4	-4	1	1593	0.025	1	2	x	1
CCOc1cc(-c2nc(C)c(C(C)=O)n2O)ccc1OCC(=O)Nc1ccccc1	1	3	-3	7	1	1515	-0.033	1.1	1	-5	1.1
Cc1ccc(C(=O)NNc2cc(N3CCCC3)nc(N3CCCC3)n2)cc1	31	-1	-1	12	0.7	1440	x	0.7	0	x	0.5
CCOc1ccc(Nc2c3c(nc4ncnn24)CC(C)CC3)cc1 (stereo not given)	18	2	-2	8	0.8	1396	x	1.1	-1	7	1
Cc1ccc(-n2c(SCC(=O)NCCN3C(=O)CSC3=O)nnc2-c2cccc(C)c2)cc1	16	-1	4	0	0.8	1489	2.2	1	1	-9	1
O=C(CCNS(=O)(=O)c1ccc(Br)s1)NCc1ccccc1Cl	8	2	-4	1	0.9	1528	-0.5	1	-5	-9	1
COc1ccc(C2CC(=O)C(C=NCCN3CCN(C(=S)Nc4ccccc4)CC3)=C(O)C2)cc1OC (stereo not given)	21	3	14	3	0.8	1596	0.52	0.9	2	-6	0.8
O=C(NC1CCCC1)C(c1ccco1)N(Cc1ccccc1)C(=O)c1csnn1 (stereo not given)	22	9	-2	-4	0.8	1685	x	0.9	4	4	0.9
CC(C)Oc1ccc(/C(O)=C2/C(=O)C(=O)N(CCN(C)C)C2c2cccs2)cc1 (stereo not given)	2	0	1	10	1	1522	0.47	1.2	-1	-11	1.1
O=C1CC(c2ccc(F)cc2)Sc2nc(C34CC5CC(CC(C5)C3)C4)nn21 (stereo not given)	16	6	-1	3	0.8	1639	x	0.8	6	-32	0.9
COc1ccc(Cl)cc1NC(=S)NCc1cccs1	-12	-4	-6	16	1.1	1375	-1.4	1.1	-6	-3	1.1
Cc1ccc(CNC(=O)C2CCCN(C(=O)N(C)C)C2)cc1 (stereo not given)	12	4	1	-2	0.9	1556	1.5	1	1	x	1
CCCCN1C(=O)C(=O)N(CC(=O)NC2CCCc3ccccc32)C1=O (stereo not given)	3	1	-1	5	1	1564	0.36	1	-8	-16	0.9
COc1ccc(CC(=O)NC2=NCCS2)cc1	23	1	-1	1	0.8	1600	-0.52	0.9	6	x	1

2 compounds from above, showing only G6PDH counter.
| canonical_smiles | G6PDH counter |
| --- | --- |
| CC(C)Oc1ccc(/C(O)=C2/C(=O)C(=O)N(CCN(C)C)C2c2cccs2)cc1 (stereo not given) | 10 |
| O=C1CC(c2ccc(F)cc2)Sc2nc(C34CC5CC(CC(C5)C3)C4)nn21 (stereo not given) | 3 |
